Epigenetic reg: regulators of epigenetic silencing causing reporter derepression in mouse cells. murine LDR cells, GFP reporter derepression, 30 h. Potency, µM (series often up to 53.9 µM), for the others: at the highest dose GFP activation, actives largely listed as activators. 0.2% of 280,000 active. AID 1865; also: % of control where 0% means no effect; nearly all actives have a fitted effect of over 60% in size
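GFP-positive cell count by laser-scanning cytometry (objects 20–120 um) after 30 h, 37 C compound exposure of murine LDR cells; reporter is CMV-GFP integrated at a silenced locus, inducible by HDAC or DNMT inhibitors.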
ALDH1A1 block: inhibitors of human aldehyde dehydrogenase 1A1 | P00352 | Purified ALDH1A1, NADH fluorescence, propionaldehyde substrate | Potency, µM (top dose mostly 75.3 µM), for inactives: top-dose activity, negative = inhibition, actives largely listed as inhibitors | 7.3% of 220,000 active; active = well fitted inhibition curve with a large enough effect, not every such curve was filed as active; inconclusive = small, poorly fitted or top-dose-only effect, or another doubt; inactive = no such curve, though single readings can be large or run the other way;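 also: plate controls were no enzyme wells and a reference inhibitor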
NPSR antagonist: antagonists of human neuropeptide S receptor cAMP signaling; Q6W5P4; CHO-NPSR cells, cAMP TR-FRET, antagonist mode; Potency, µM (titrated, usually from 38.3 µM), for inactives: top-dose activity change, negative = inhibition, most hits filed as inhibitors; 1% of 220,000 active; AID 1461; also: % is scaled to controls: 0 for no effect and ±100 for the full control effect; nearly all actives have a fitted effect of over 50% in size; many of its hits are not listed in these tables
Target sequence (Q6W5P4 whole entry, looked up): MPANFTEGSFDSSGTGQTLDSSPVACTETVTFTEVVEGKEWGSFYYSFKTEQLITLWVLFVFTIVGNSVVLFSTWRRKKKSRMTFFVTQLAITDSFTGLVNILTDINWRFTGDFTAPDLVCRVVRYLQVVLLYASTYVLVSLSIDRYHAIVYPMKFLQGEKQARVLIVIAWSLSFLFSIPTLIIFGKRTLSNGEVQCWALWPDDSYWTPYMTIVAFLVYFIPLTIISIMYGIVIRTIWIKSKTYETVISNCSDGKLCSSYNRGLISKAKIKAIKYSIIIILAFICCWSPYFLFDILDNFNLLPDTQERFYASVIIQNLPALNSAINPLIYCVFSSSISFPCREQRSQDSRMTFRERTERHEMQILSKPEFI
GLA spleen mod: alpha-galactosidase A (human) modulation; P06280; human spleen homogenate, 4MU-alpha-Gal fluorescence, 40 min; Potency, µM (highest dose often 80 µM), inactives show top-dose activity change, negative = inhibition, hits mostly inhibitors; 0.008% of 240,000 active;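 also: 0% = enzyme with vehicle and -100% = no enzyme basal signal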
Target sequence (P06280 32-429 limits assumed): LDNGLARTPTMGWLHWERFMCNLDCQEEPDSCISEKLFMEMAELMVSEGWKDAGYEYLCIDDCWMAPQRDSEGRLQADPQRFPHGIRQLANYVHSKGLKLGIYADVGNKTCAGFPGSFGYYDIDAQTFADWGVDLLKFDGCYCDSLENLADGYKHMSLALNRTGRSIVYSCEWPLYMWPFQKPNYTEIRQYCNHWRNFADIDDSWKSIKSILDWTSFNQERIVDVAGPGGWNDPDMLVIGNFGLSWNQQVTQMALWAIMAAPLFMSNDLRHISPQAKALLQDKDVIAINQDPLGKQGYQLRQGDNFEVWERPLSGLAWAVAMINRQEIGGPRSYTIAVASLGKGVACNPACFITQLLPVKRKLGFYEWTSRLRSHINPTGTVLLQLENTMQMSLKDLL
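Inhibition or activation of alpha-galactosidase in human spleen homogenate is scored by 4-MU fluorescence after 40 min at 37C, pH 5.0, with 1 mM substrate. AC50s come from concentration-response fitted to the Hill equation.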
GAA glycogen: alters human alpha-glucosidase cleavage of glycogen. 0.38% of 300,000 active. recombinant GAA, glycogen substrate, Amplex Red glucose oxidase fluorescence. P10253. Potency, µM (series often up to 76.4 µM), inactives show top-dose activity change, negative = inhibition, actives largely listed as inhibitors;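 also: 0% = full enzyme reaction and -100% = no-enzyme basal signal; the screen sought inhibitors and activators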
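Recombinant human enzyme (4 nM); glycogen substrate; 37 C, 40 min, pH 5.0. Readout: coupled glucose oxidase/Amplex Red fluorescence.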
GAA inhib: alpha-glucosidase (human) inhibition; purified human GAA, 4-MU-alpha-glucoside fluorescence; Potency, µM (top dose mostly 76.9 µM), without a hit: at the highest dose activity change, negative = inhibition, usual class: inhibitors; 0.005% of 200,000 active;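 also: plate controls were uninhibited enzyme wells for no effect and no-enzyme background for full effect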
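qHTS format, compound range up to 77 uM. Human lysosomal enzyme at 4 nM, 400 uM 4-MU glucoside substrate, pH 5.0, 20 min room temperature; fluorescence after alkaline stop gives activity normalized to controls.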
aGlu spleen mod: lysosomal alpha-glucosidase (human) modulation; human spleen homogenate, 4-MU-alpha-glucoside fluorescence; Potency, µM (titrated, usually from 79.9 µM), for the others: at the top dose activity change, negative = inhibition, actives largely listed as inhibitors; 0.006% of 240,000 active; AID 2112;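 also: 0% = enzyme with vehicle and -100% = no enzyme basal signal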
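AC50 values come from Hill-equation fits of concentration-response data, normalized to no-enzyme and full-activity controls. Enzyme source: 1 ug human spleen homogenate; 1 mM fluorogenic 4-MU glucoside, pH 5.0 citrate buffer, 37 C, 40 min.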
Tau fluor cs: counter-screen for tau fibril formation inhibitors | tau K18 P301L Alexa594 fluorescence, heparin fibrillization | 0.93% of 280,000 active | Potency, µM (doses to about 57.7 µM), for inactives: at the top dose activity change, negative = decrease; also: % is scaled to controls: 0 for no effect and ±100 for the full control effect; nearly all actives have a fitted effect of over 55% in size
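Human tau K18 P301L (15 uM unlabeled, 0.24 uM Alexa 594-labeled) in 100 mM sodium acetate pH 7 with 20 uM heparin, 6 hr at 37 C. ThT 30 uM added, 1 hr ambient; Alexa 594 FP and total fluorescence read at 555/632 nm.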
Active calls of the source: *; u = inconclusive; x = no result given; [ ] = another dose, or the depositor's remark. Unless noted, calls follow the shape of the dose curve; as a rule, active = well fitted curve in the direction sought with a large enough effect; inconclusive = small, poorly fitted or top-dose-only effect, or another doubt; inactive = no such curve, though single readings can be large; an effect the other way counts as inactive or inconclusive. Potency is read from the fitted curve at half-maximal effect.

Structure | Epigenetic reg | ALDH1A1 block | NPSR antagonist | GLA spleen mod | GAA glycogen | GAA inhib | aGlu spleen mod | Tau fluor cs
Cc1cc(N=Cc2c(O)n(-c3ccc(C)c(C)c3)c(=O)c3ccccc23)no1 | 1.0% | 12% | -30% | 8% | 2% | 7% | 6% | -16%
O=C(NCc1cccnc1)NC1CCCN1S(=O)(=O)c1ccc(Cl)cc1 (stereo unspecified) | -1.0% | 0% | -1%[46.1 µM] | 0% | 0% | -5% | -2% | 4%
CCCCNC(=O)c1onc(CSc2cccc(C)c2)c1C(=O)O | 0.0% | 3% | -10%[46.1 µM] | 0% | 5% | -4% | -3% | -3%
O=C(O)CCN(Cc1ccccc1)S(=O)(=O)c1ccccc1Cl | 0.0% | -4% | -17% | 3% | -6% | 3% | 9% | 2%
O=C(CSc1nnc(-c2ccc(O)cc2)n1Cc1ccco1)c1ccccc1 | -1.0% | u | -26%[46.1 µM] | -1% | 6% | -4% | -2% | -26%
COc1ccc(Nc2sc(C(=O)Nc3cccc(Cl)c3)c(N)c2C(=O)Nc2ccccc2OC)cc1 | 2.1% | 4% | -17%[46.1 µM] | -10% | -16% | -5% | -13% | 11µM*[quencher]
COc1ccc(C(C)=O)cc1COC(=O)c1cnc(C)cn1 | -1.0% | -5% | -15%[46.1 µM] | -1% | -1% | 3% | -3% | 2%
O=C(NC(=S)NNC(=O)c1ccccc1[N+](=O)[O-])c1ccccc1 | 1.2% | 10µM* | -19%[46.1 µM] | 3% | u | 2% | -6% | -5%
COc1ccccc1CCc1nnc(CCC(=O)N(C)Cc2cccc3cnccc23)o1 | 1.0% | -1% | -6% | 3% | -10% | -1% | 5% | -7%
Cc1ccc(NC(=O)c2c(C(F)(F)F)nn(C)c2SCc2cccc(C(F)(F)F)c2)cc1C | -1.0% | -5% | u | 2% | -16% | 1% | -17% | -22%
O=C(COC(=O)Cc1ccccc1[N+](=O)[O-])NCc1ccccc1Cl | -3.8% | u | -5% | -9% | 6% | 8% | 2% | 1%
CCOC(=O)c1c(-c2ccccc2)csc1NC(=O)C(C)NCCCN1CCOCC1 (stereo unspecified) | -1.2% | -11% | -26% | -5% | 0% | -14% | x | -6%

Looked up above:
In GLA spleen mod, O=C(NC(=S)NNC(=O)c1ccccc1[N+](=O)[O-])c1ccccc1 has the entry 3%
In NPSR antagonist, COc1ccccc1CCc1nnc(CCC(=O)N(C)Cc2cccc3cnccc23)o1 has the entry -6%

More entries follow.
Structure | Epigenetic reg | ALDH1A1 block | NPSR antagonist | GLA spleen mod | GAA glycogen | GAA inhib | aGlu spleen mod | Tau fluor cs
CC(C)N(C)CCOC(=O)c1ccc2c(c1)OCCO2 | -1.2% | 7% | 7%[46.1 µM] | -8% | 1% | -1% | -29% | 1%
O=C(O)c1ccccc1-n1cccc1C(=O)O | 1.1% | 6% | 1% | -12% | 7% | -5% | -2% | -5%
O=C(NCc1ccccc1)N1CCN(c2ccccc2F)CC1 | 0.0% | -2% | -7%[46.1 µM] | 0% | -1% | -1% | 3% | 4%
O=C(NN1C(=O)c2ccccc2NC1c1cccnc1)c1ccccc1 (stereo unspecified) | -0.4% | -10% | 16% | 12% | 2% | 4% | 11% | -2%
CCOP(=O)(c1ccccc1)c1nc(-c2ccccc2C)oc1NCc1ccccc1 (stereo unspecified) | -1.1% | x | u | 2% | 3% | x | -11% | -23%
Cc1ccc(Cn2ccc(NC(=O)c3cc(-c4ccccc4)on3)n2)cc1 | 1.2% | -9% | -18%[46.1 µM] | 5% | -1% | u | -7% | -9%
CC(=O)OCC1OC(c2ccccc2)C(OC(C)=O)C(OC(C)=O)C1OC(C)=O (stereo unspecified) | -3.2% | -13% | -8%[46.1 µM] | 9% | 7% | -1% | 2% | 2%
O=C(COc1cccc2cccnc12)NCC(F)(F)F | 1.7% | -16% | 8%[46.1 µM] | 0% | 0% | 3% | -5% | -6%
COc1ccc([N+](=O)[O-])cc1N(CC(O)CN(C)C)S(=O)(=O)c1ccccc1 (stereo unspecified) | -0.1% | -4% | 15% | 0% | 10% | 4% | -16% | 1%
COc1ccc(C(=O)NCC(=O)OCC(=O)Nc2ccc(C)c(S(=O)(=O)N(C)C)c2)cc1OC | 4.3% | x | 8% | 1% | -6% | x | -5% | -9%
CN(C)c1cccc(C(=O)OCC(=O)NCc2ccco2)c1 | 2.4% | 6% | 3%[46.1 µM] | 3% | -11% | 1% | 1% | -13%
COc1ccc(OC)c(Nc2ncnc3sc(-c4ccccc4)cc23)c1 | 4.5% | u | 5% | -15% | -5% | 1% | 3% | u
CCc1nnc(NC(=O)CN2CCN(c3cccc(OC)c3)CC2)s1 | 8.0% | -6% | -8%[46.1 µM] | -11% | 4% | 4% | 0% | -13%
Cn1c2c(c(=O)n(C)c1=O)C(NC(=O)c1cccs1)(C(F)(F)F)C(=O)N2 (stereo unspecified) | -1.5% | -2% | 4%[46.1 µM] | 2% | 6% | -5% | 2% | -7%
O=C(CN1C(=O)CSC1=O)c1ccccc1 | 1.6% | -1% | -7%[46.1 µM] | -3% | -3% | -5% | -9% | -16%
N=c1c(C(=O)NCc2ccc(F)cc2)cc2c(=O)n3ccccc3nc2n1Cc1ccco1 | 2.1% | u | -31% | 14% | 3% | -8% | -7% | -15%
CC1CCCN(S(=O)(=O)c2ccc(S(=O)(=O)N3CCC4(CC3)OCCO4)cc2)C1 (stereo unspecified) | -3.2% | -14% | 9% | 2% | 5% | -2% | 0% | -3%
Cc1ccc(C)c(NCc2n[nH]c(=S)n2-c2ccccc2)c1 | 2.2% | 9% | 5% | 1% | 18% | 4% | 1% | 10%
CC(=O)NC(=S)NNC(=O)C(c1ccccc1)c1ccccc1 | 1.1% | u | -23% | 8% | -4% | -4% | 3% | 14%
O=C(Nc1ccn(-c2ccccc2)n1)c1ccc(Cl)cc1 | 0.9% | 5% | -4% | 5% | -7% | -8% | 3% | -25%
CCOc1ccc(N(CC(=O)Nc2ccccc2C)S(=O)(=O)c2c(C)noc2C)cc1 | 1.0% | u | 28%[46.1 µM] | 7% | 4% | -2%[15.4 µM] | 1% | -23%
CCOC(=O)C1=C(CSc2nncn2C)NC(=O)NC1c1cc(OCC)ccc1OCC (stereo unspecified) | 1.4% | 1% | -17%[46.1 µM] | 11% | 29% | u | 8% | -1%
OCCC1CN(Cc2cccc(C(F)(F)F)c2)CCN1Cc1ccccc1 (stereo unspecified) | -0.1% | -9% | 9% | 11% | -6% | x | 1% | -6%
Cc1oc2cc(O)ccc2c(=O)c1N1C(=O)c2ccccc2C1=O | 0.0% | 1% | 4%[46.1 µM] | 23% | 4% | 2% | 10% | -18%

A different layout for 2 compounds above.
> O=C(CN1C(=O)CSC1=O)c1ccccc1
  Epigenetic reg: 1.6%	ALDH1A1 block: -1%	NPSR antagonist: -7%[46.1 µM]	GLA spleen mod: -3%	GAA glycogen: -3%	GAA inhib: -5%	aGlu spleen mod: -9%	Tau fluor cs: -16%
> N=c1c(C(=O)NCc2ccc(F)cc2)cc2c(=O)n3ccccc3nc2n1Cc1ccco1
  Epigenetic reg: 2.1%	ALDH1A1 block: u	NPSR antagonist: -31%	GLA spleen mod: 14%	GAA glycogen: 3%	GAA inhib: -8%	aGlu spleen mod: -7%	Tau fluor cs: -15%

ALDH1A1 block: what is marked active above
mol | Epigenetic reg | ALDH1A1 block | NPSR antagonist | GLA spleen mod | GAA glycogen
O=C(NC(=S)NNC(=O)c1ccccc1[N+](=O)[O-])c1ccccc1 | 1.2% | 10µM* | -19%[46.1 µM] | 3% | u

More compounds follow.
Structure | Epigenetic reg | ALDH1A1 block | NPSR antagonist | GLA spleen mod | GAA glycogen | GAA inhib | aGlu spleen mod | Tau fluor cs
O=c1c(Cl)c(N/N=C/c2ccc(Cl)cc2)cnn1-c1ccccc1 | 4.7% | u | -42% | -2% | 1% | 1% | -5% | u
CC(C)(C)NC(=O)NC(=O)CSc1ncc(C(F)(F)F)cc1Cl | 2.2% | -5% | -14%[46.1 µM] | -25% | -1% | -4% | -10% | -11%
COc1ccc(-c2nnc(SCc3ccccc3)n2N)cc1 | 2.3% | 13% | 1%[46.1 µM] | 4% | 2% | -6% | 4% | -9%
CCCNS(=O)(=O)c1ccc(NC(=O)c2cccnc2)cc1 | -4.6% | 8% | 9%[46.1 µM] | 8% | 7% | u | 4% | -2%
C=CCn1c(=O)c2ccccc2n2c(SCC(=O)Nc3cc(C)on3)nnc12 | 0.0% | -17% | -7%[46.1 µM] | 2% | 4% | -14% | -3% | -8%
CCCCC(=O)Nc1ccc(NC(=O)c2cnccn2)cn1 | -1.1% | -5% | 14% | 2% | -9% | -11% | -2% | -19%
CC(C)(C)c1ccc(S(=O)(=O)O/N=C2/CCCCC2c2ccc([N+](=O)[O-])cc2[N+](=O)[O-])cc1 (stereo unspecified) | 0.8% | 5.6µM* | 22%[46.1 µM] | -1% | 2% | 2% | -6% | -7%
O=C(Nc1ccc(Br)cc1Cl)N1CCOCC1 | -0.7% | -2% | 14% | -5% | 17% | 0% | -5% | 12%
COC(=O)CSc1nc(C)c(Oc2ccccc2)c(=O)[nH]1 | 0.2% | -2% | 6%[7.67 µM] | 10% | -10% | 2% | -5% | -4%
CCOC(=O)c1sc2nc(N3CCCC3)c3c(c2c1N)CC(C)(C)OC3 | 0.2% | u | -1%[46.1 µM] | 13% | 4% | u | 5% | -29%
CCCOC(=O)c1ccc(N2C(=O)c3ccccc3C2=O)cc1 | -2.0% | 2% | 8% | 14% | -4% | -2% | 7% | -2%
O=C(O)CC(CC(=O)Nc1ccc(Oc2ccccc2)cc1)c1ccccc1 (stereo unspecified) | 2.1% | 4% | 1% | 9% | 7% | -6% | 6% | -6%
O=c1[nH]c(=O)n(CCO)c2nnn(Cc3ccccc3)c12 | 0.8% | -9% | -4%[46.1 µM] | 8% | 5% | -1% | 4% | 2%
Cc1[nH]c2ccc(Br)cc2c(=O)c1CN1CCOCC1 | -1.6% | 6% | -2%[46.1 µM] | -4% | 2% | -2% | -5% | -12%
COc1ccc2occ(C(=O)c3ccccc3)c2c1 | -1.5% | -12% | 3% | -9% | -10% | 0% | -3% | -2%
Cc1c(O)nc2ccccn2c1=O | 0.1% | x | -19% | -6% | 4% | x | 2% | -7%
CC1CCN(C(=O)c2ccc(NS(=O)(=O)c3cccc4cccnc34)cc2)CC1 | 0.0% | x | -30% | 11% | -5% | x | 1% | x
N#CC1=C(N)Oc2c(oc(CO)cc2=O)C1c1ccccc1[N+](=O)[O-] (stereo unspecified) | -2.3% | x | 1% | 1% | 13% | x | -12% | -6%
O=C(Nc1ccccc1N1CCN(C(=O)c2ccccc2)CC1)c1cc(Br)ccc1Cl | -1.1% | -13% | u | 4% | -6% | 4% | -12% | -10%

This is a subset; the hit share may differ from the screen's.
